SMN2 splice up: qHTS Assay for Enhancers of SMN2 Splice Variant Expression | Potency, µM (top dose mostly 46.1 µM), for inactives: at the top dose activity change, positive = activation, most hits filed as activators | 2.8% of 210,000 active | HEK293 SMN2-luciferase splicing reporter, luminescence, 30-36 h; also: % of control where 0% means no effect; nearly all actives have a fitted effect of over 55% in size
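HEK293 cells carry an SMN2 minigene-luciferase reporter in which exon 7 inclusion puts luciferase in frame. Cells were seeded at 2000 cells/well, attached for 10-12 hours, then exposed to compounds for 30-36 hours at 37C before ONE-Glo luminescence.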
Luc counter: Counterscreen for Luciferase (Kinase-Glo TM) Inhibition. AID 1379, 2008. Luciferin 4-monooxygenase (Photuris pensylvanica), Q27757. 0.28% of 200,000 active. Kinase-Glo luciferase, ATP luminescence, 8 min. Potency, µM (doses to about 38.3 µM), inactives show at the highest dose activity change, negative = inhibition, usual class: inhibitors; also: % is scaled to controls: 0 for no effect and ±100 for the full control effect; nearly all actives have a fitted effect of over 60% in size
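Recombinant Kinase-Glo luciferase, 10 uM ATP (linear range), luciferin; imidazole pH 7.2 / KCl / MgCl2 / Tween / BSA buffer; 8 min RT; luminescence.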
KDM4E inh: qHTS Assay for Inhibitors of Human Jumonji Domain Containing 2E (JMJD2E); 1.6% of 230,000 active; Potency, µM (series often up to 57.1 µM), for the others: top-dose activity change, negative = inhibition, actives largely listed as inhibitors; JMJD2E catalytic domain, FDH-coupled NADH fluorescence (FDH is formaldehyde dehydrogenase); active = well fitted inhibition curve with a large enough effect, not every such curve was filed as active; inconclusive = small, poorly fitted or top-dose-only effect, or another doubt; inactive = no such curve, though single readings can be large or run the other way;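 also: 0% = wells with enzyme and -100% = buffer wells without enzyme; nearly all actives have a fitted effect of over 50% in size; many of its hits are not listed in these tables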
Target sequence (B2RXH2 1-337 limits assumed): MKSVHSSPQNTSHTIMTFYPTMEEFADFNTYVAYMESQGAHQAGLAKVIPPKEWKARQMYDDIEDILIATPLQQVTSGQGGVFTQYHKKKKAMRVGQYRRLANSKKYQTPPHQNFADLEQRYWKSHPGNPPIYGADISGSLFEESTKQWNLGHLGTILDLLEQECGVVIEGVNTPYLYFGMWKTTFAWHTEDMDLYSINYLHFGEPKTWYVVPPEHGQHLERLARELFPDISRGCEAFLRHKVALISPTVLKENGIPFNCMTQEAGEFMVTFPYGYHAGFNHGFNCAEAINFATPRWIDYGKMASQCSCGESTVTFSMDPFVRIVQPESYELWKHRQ
RECQ1 inh: qHTS Assay for Inhibitors of RecQ-Like Dna Helicase 1 (RECQ1) | AID 2549, 2010 | Potency, µM (doses to about 57.3 µM), inactives show at the highest dose activity, negative = inhibition, usual class: inhibitors | ATP-dependent DNA helicase Q1 (Homo sapiens), P46063 | 0.54% of 240,000 active | RECQ1 DNA unwinding, red fluorescence kinetic read;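 also: plate controls were vehicle for no effect and no enzyme for full effect; nearly all actives have a fitted effect of over 30% in size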
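50 nM RECQ1T1 preincubated 15 min with compound in Tris pH 8.0 buffer with MgCl2, DTT, Tween-20 and 2.5 ug/ml poly(dI-dC); started with 200 nM TAMRA/BHQ-2 forked duplex and 2 mM ATP. Unwinding read as fluorescence (525/598 nm), two reads 2 h apart.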
IMPase Li cell: qHTS Assay for Identifying the Cell-Membrane Permeable IMPase Inhibitors: Potentiation with Lithium | 0.35% of 210,000 active | Potency, µM (titrated, usually from 59.4 µM), without a hit: top-dose activity, negative = IMPase inhibition, actives largely listed as inhibitors | CHO-M1 cells, IP1 TR-FRET (IP-One), carbachol + lithium;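 also: IP1 builds up when IMPase is blocked and the TR-FRET signal falls; plate controls were basal vehicle for no effect and high inhibitor control for full effect; nearly all actives have a fitted effect of over 50% in size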
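CHO cells stably expressing M1 receptor (2000/well, cultured 16–30 h) treated 30 min at 37C with compound plus low lithium. Cytosolic IP1 by TR-FRET (665/620 ratio and 620 channel) after 10 min lysis; AC50 by Hill fit.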
NPSR antagonist: qHTS Assay for Antagonists of the Neuropeptide S Receptor: cAMP Signal Transduction; AID 1461, 2008; Potency, µM (titrated, usually from 38.3 µM), inactives show top-dose activity change, negative = inhibition, actives largely listed as inhibitors; 1% of 220,000 active; CHO-NPSR cells, cAMP TR-FRET, antagonist mode; also: % is scaled to controls: 0 for no effect and ±100 for the full control effect; nearly all actives have a fitted effect of over 50% in size; many of its hits are not listed in these tables
Target sequence (Q6W5P4 whole entry, looked up): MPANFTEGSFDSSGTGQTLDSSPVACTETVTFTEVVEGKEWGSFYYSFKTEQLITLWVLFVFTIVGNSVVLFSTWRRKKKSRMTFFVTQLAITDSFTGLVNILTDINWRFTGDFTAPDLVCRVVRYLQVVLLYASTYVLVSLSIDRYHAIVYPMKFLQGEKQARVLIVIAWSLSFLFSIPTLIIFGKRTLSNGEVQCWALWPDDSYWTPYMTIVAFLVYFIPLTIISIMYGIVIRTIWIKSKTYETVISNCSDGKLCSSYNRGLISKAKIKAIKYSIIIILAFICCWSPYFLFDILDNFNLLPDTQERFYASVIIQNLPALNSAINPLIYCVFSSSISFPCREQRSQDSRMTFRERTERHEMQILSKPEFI
RGS12 GoLoco inh: qHTS Assay for Inhibitors of RGS12 GoLoco Motif Activity (Red Fluorophore); Potency, µM (top dose mostly 61.6 µM), without a hit: top-dose activity, negative = inhibition, actives largely listed as inhibitors; Gai1:RGS12 GoLoco peptide FP, rhodamine, 10 min; Guanine nucleotide-binding protein G(i) subunit alpha-1 (Homo sapiens), P63096; 0.44% of 230,000 active; active = well fitted inhibition curve with a large enough effect, not every such curve was filed as active; inactive = no such curve, though single readings can be large or run the other way; also: % is scaled to controls: 0 for no effect and ±100 for the full control effect; nearly all actives have a fitted effect of over 30% in size; many of its hits are not listed in these tables
Target sequence (P63096 whole entry, looked up): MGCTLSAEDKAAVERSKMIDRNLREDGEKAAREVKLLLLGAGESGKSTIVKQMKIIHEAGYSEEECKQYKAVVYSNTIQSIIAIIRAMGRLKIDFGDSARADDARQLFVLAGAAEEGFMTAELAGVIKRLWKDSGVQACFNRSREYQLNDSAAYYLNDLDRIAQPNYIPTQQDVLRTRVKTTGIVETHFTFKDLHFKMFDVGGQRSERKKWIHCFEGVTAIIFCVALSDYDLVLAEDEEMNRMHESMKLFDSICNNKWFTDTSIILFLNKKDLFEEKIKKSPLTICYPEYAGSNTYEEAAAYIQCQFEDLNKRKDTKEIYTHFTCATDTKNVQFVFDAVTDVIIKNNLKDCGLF
Epigenetic reg: Quantitative High-Throughput Screen for Regulators of Epigenetic Control. murine LDR cells, GFP reporter derepression, 30 h. Potency, µM (titrated, usually from 53.9 µM), for the others: top-dose GFP activation, actives largely listed as activators. 0.2% of 280,000 active. AID 1865, 2009; also: % of control where 0% means no effect; nearly all actives have a fitted effect of over 60% in size
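In this reporter-derepression format, murine cells bearing a silenced integrated CMV-GFP locus incubate with test compound (30 h, 37 C), then are washed and imaged; fluorescent objects of 20–120 um count as induced cells.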
Starred values were filed as active, the others as inactive; i = inactive; ? = inconclusive; . = no result given; [ ] = dose if it differs, or a comment. Unless noted, calls follow the shape of the dose curve; as a rule, active = well fitted curve in the direction sought with a large enough effect; inconclusive = small, poorly fitted or top-dose-only effect, or another doubt; inactive = no such curve, though single readings can be large; an effect the other way counts as inactive or inconclusive. Potency is read from the fitted curve at half-maximal effect. The list is partial; rates above refer to the full screens.

SMILES | SMN2 splice up | Luc counter | KDM4E inh | RECQ1 inh | IMPase Li cell | NPSR antagonist | RGS12 GoLoco inh | Epigenetic reg
CC(=O)c1ccc(NC2OC(C)C(O)C(O)C2O)cc1 (stereo not given) | ? | -3% | -2% | i | 14%[38.3 µM] | 1%[46.1 µM] | -1% | -9.5%
CCOCCCNS(=O)(=O)c1ccc(NC(=O)Cc2c(F)cccc2Cl)cc1 | . | . | -1% | i | 4% | 29% | 0% | -1.2%
CNC(=O)COC(=O)CNC(=O)c1cc(Cl)cc([N+](=O)[O-])c1 | 7% | -2% | 9% | i | 3% | 17% | 0% | 1.4%
O=C(CNC(=O)c1ccco1)NCCCc1ccccc1 | ? | -3% | 8% | -11% | 23%[38.3 µM] | -5%[46.1 µM] | 6% | -1.0%
COc1ccc2nc(C(F)(F)C(F)(F)F)c(C#N)c(N)c2c1 | -20% | -1% | ? | i | 19%[38.3 µM] | 4%[46.1 µM] | 5% | -1.0%
CCOc1ccc(NS(=O)(=O)c2ccc3[nH]cc(C(=O)NC(C)CC)c(=O)c3c2)cc1 (stereo not given) | -21% | 1% | -2% | -7% | 17%[38.3 µM] | -7%[46.1 µM] | 6% | -1.4%
CCOC(=O)c1sc(=S)n(-c2ccc3c(c2)OCO3)c1N | -25% | 3% | 8% | -3% | 13%[38.3 µM] | 0%[46.1 µM] | -5% | -0.9%
CCn1c(C)nc2cc(C(=O)NNC(=S)Nc3ccccc3OC)ccc21 | . | . | -15% | -9% | . | -14% | 82%[activator] | 1.6%
CC/C(=N/O)c1cnnc(SC)n1 | ? | -6% | -4% | 0% | 0% | 11% | 13% | -1.3%
CCOc1ccc2nc(SCC(=O)c3ccc(Cl)s3)sc2c1 | -13% | 0% | -1% | -22% | 27%[38.3 µM] | -18%[46.1 µM] | 37%[activator] | 2.0%
Cn1nc(-c2ccccc2)c(C(O)c2ccccc2C(F)(F)F)c1Cl (stereo not given) | -4% | 2% | -8% | -3% | 2% | -9%[46.1 µM] | -21% | -2.9%
COC(=O)c1ccc(Cl)cc1NC(=O)/C=C/c1ccc(C)o1 | 0% | -4% | -6% | i | 2% | -9% | 1% | 4.5%
O=C1CC(N(Cc2cccs2)C(=O)Nc2ccccc2)C(=O)N1c1ccc(Cl)cc1 (stereo not given) | -17% | 1% | -4% | -4% | -6% | -21% | 3% | -1.0%
Cc1nn(CC(O)COc2ccc3c(c2)CCC3)c(C)c1Br (stereo not given) | -3% | 2% | -1% | -4% | 5%[38.3 µM] | -20%[46.1 µM] | -7% | -1.1%
COc1ccc([N+](=O)[O-])cc1NC(=O)CS(=O)(=O)c1ccc(C)cc1 | -17% | -1% | -11% | i | 15% | 7% | 14% | 2.2%
Cc1cccc(NC(=O)c2sc3nc4c(c(-c5ccco5)c3c2N)CCC4)c1 | -17% | -4% | -10% | 16% | -27%[38.3 µM] | -16%[46.1 µM] | 8% | 0.0%
CC(C)CC(=O)NC1(C(F)(F)F)NC(=O)N(c2ccccc2)C1=O (stereo not given) | 2% | 0% | 2% | 6% | 2% | 6% | 17% | 1.1%
O=c1c(-c2ccnn2-c2ccccc2F)cnc2n1CCS2 | ? | -4% | -11% | -8% | 30%[38.3 µM] | -10%[46.1 µM] | -18% | -3.9%
O=C(CSc1nnc(Cn2cnc3ccccc32)o1)c1ccccc1 | -48%[inhibitor] | 1% | 0% | -4% | 22%[38.3 µM] | 0%[46.1 µM] | 18% | -0.8%
CC(NS(=O)(=O)c1ccc(F)cc1)C(c1cccs1)N1CCOCC1 (stereo not given) | -18% | 4% | -7% | -4% | 8% | 4% | -3% | -2.7%
O=C(/C=C/c1ccc(F)cc1)NCc1ccco1 | ? | -12% | 2% | 0% | 0% | 20% | 7% | -0.9%
CCn1c(C(O)c2ccc(C)cc2)nc2ccccc21 (stereo not given) | -8% | 0% | 4% | -10% | 1%[38.3 µM] | -16%[46.1 µM] | 3% | 1.5%
CCNC(=O)CC1C(=O)N(c2ccc(OC)cc2)C(=S)N1CCc1ccncc1 (stereo not given) | 0% | 4% | -8% | i | -2% | 0% | -18% | 1.1%
Cc1csc(NC(=O)CSCC(=O)Nc2ccccc2)n1 | -2% | 5% | 8% | -4% | 1% | 1%[46.1 µM] | 3% | -3.2%
CCC(C)(C)NC(=O)CN(C(=O)C(=O)Nc1ccc2c(c1)OCCO2)C(C)(C)CC | 5% | 0% | 3% | i | 9% | -30% | 10% | -4.2%
O=C(/C=C/c1cccs1)Nc1ccc(S(=O)(=O)Nc2ncccn2)cc1 | . | . | -12% | -4% | . | 46% | 12% | -0.6%
CCOC(=O)Cn1nnnc1CN(Cc1ccc(OC)cc1)Cc1cc2cc(C)cc(C)c2[nH]c1=O | -9% | -1% | 5% | -8% | 7%[38.3 µM] | -14%[46.1 µM] | 0% | 0.0%
COc1cccc(/C=C/C(=O)OCC(=O)Nc2ccc(S(=O)(=O)N3CCCC3)cc2)c1 | -20% | 4% | 3% | -10% | -1% | 3% | 57%[activator] | 1.0%
COCc1nnc(NC(=O)c2ccc(S(=O)(=O)N(C)c3ccccc3)cc2)o1 | -44%[inhibitor] | 5% | ? | ? | 5%[38.3 µM] | -10%[46.1 µM] | 4% | -0.8%
Cc1ccc(CCNC(=O)C2CC(c3ccccc3C(F)(F)F)=NO2)cc1 (stereo not given) | . | . | 9% | -8% | . | 12% | 4% | -2.3%
COc1ccc([N+](=O)[O-])cc1NC(=O)Cn1ccc(C(F)(F)F)n1 | 2% | 2% | -5% | -2% | 1% | 3% | 1% | -1.0%
CCC(CC)C(=O)Nc1cc(C(=O)OC)ccc1C(=O)OC | 6% | -1% | ? | 0% | 0% | 7% | 2% | 0.0%
COCCn1c(-c2ccc(Cl)cc2)nc2oc3cc(OC)ccc3c(=O)c2c1=O | . | . | -9% | -1% | . | 16% | 8% | 0.1%
COc1ccc(C2c3ccc(O)cc3Oc3ncn(CCN4CCOCC4)c(=N)c32)cc1OC (stereo not given) | . | . | 0% | -2% | . | -3%[7.67 µM] | 42%[activator] | -1.4%
O=C(C1COc2ccccc2O1)N1CCc2ccccc2C1 (stereo not given) | 17% | -2% | -2% | i | 5% | -10%[46.1 µM] | 4% | -1.0%
CCOC(=O)C1=C(C)N=c2s/c(=C/c3ccco3)c(=O)n2C1c1cccc(OC)c1 (stereo not given) | -44%[inhibitor] | 1% | -3% | 8% | 10%[38.3 µM] | ? | 221%[activator] | -1.6%
CC1(C)Cc2ccccc2-c2nc(CN3CCOCC3)[nH]c(=O)c21 | -17% | 1% | -6% | -4% | -10%[38.3 µM] | ? | 8% | 0.0%
O=C(Nc1cccc(S(=O)(=O)NC2=NCCC2)c1)c1cc(-c2ccccn2)nc2ccccc12 | . | . | -5% | 4% | . | 25% | 17% | ?
COc1ccccc1N1CCN(C(=O)CCCN2C(=O)c3cccc4cccc(c34)C2=O)CC1 | -4% | 0% | -3% | -9% | 0% | 3% | -18% | -1.0%
CCCCn1c(CCC(=O)O)nc2cc(S(=O)(=O)N(CC)CC)ccc21 | . | . | -1% | -25% | . | 32% | 169%[activator] | 1.9%

Full records, quoted from the list.
Entry for `CCOC(=O)Cn1nnnc1CN(Cc1ccc(OC)cc1)Cc1cc2cc(C)cc(C)c2[nH]c1=O` → SMN2 splice up = -9%; Luc counter = -1%; KDM4E inh = 5%; RECQ1 inh = -8%; IMPase Li cell = 7%[38.3 µM]; NPSR antagonist = -14%[46.1 µM]; RGS12 GoLoco inh = 0%; Epigenetic reg = 0.0%
Entry for `COCCn1c(-c2ccc(Cl)cc2)nc2oc3cc(OC)ccc3c(=O)c2c1=O` → SMN2 splice up = .; Luc counter = .; KDM4E inh = -9%; RECQ1 inh = -1%; IMPase Li cell = .; NPSR antagonist = 16%; RGS12 GoLoco inh = 8%; Epigenetic reg = 0.1%

Next part:
SMILES | SMN2 splice up | Luc counter | KDM4E inh | RECQ1 inh | IMPase Li cell | NPSR antagonist | RGS12 GoLoco inh | Epigenetic reg
O=C(N/N=C/c1cc([N+](=O)[O-])ccc1O)/C(=C\c1cccs1)NC(=O)c1ccccc1 | -82%[inhibitor] | -3% | ? | i | -4% | -7% | 2% | -1.3%
CCOC(=O)C1CCN(S(=O)(=O)c2ccc(OCC(=O)OC)cc2)CC1 | 23% | 2% | 5% | -6% | 8%[38.3 µM] | -15%[46.1 µM] | 4% | 0.0%
N/C(=N\OC(=O)c1ccc2ccccc2c1)c1ccccn1 | ? | 11µM* | -14% | i | 0% | -1% | 4% | -5.6%
O=C(O)c1cccc(-n2c(O)c(C=C3N=c4ccccc4=N3)sc2=S)c1 | . | . | 12% | -7% | . | 13%[7.67 µM] | 6% | -1.4%
CNc1ccccc1NC(=O)CCn1c(=S)oc2ccccc21 | . | . | 2% | -24% | . | -5% | -13% | 2.0%
Cc1ccc2c(Cl)c(C(=O)NCCCn3ccnc3)sc2c1 | -40%[inhibitor] | -2% | 12% | i | 6% | 5%[46.1 µM] | 3% | 2.4%
COc1cc(COCC(O)CN2CCN(Cc3ccc4c(c3)OCO4)CC2)cc(OC)c1OC (stereo not given) | -7% | 1% | -6% | -2% | 15% | 6% | 3% | -2.6%
Cc1ccc(-c2c3c(nc4sc(C(N)=O)c(N)c24)CCC3)cc1 | 5% | 3% | ? | -10% | -21%[38.3 µM] | -21%[46.1 µM] | 5% | 1.2%
COCc1nnc(NC(=O)CCCOc2ccccc2)s1 | -2% | 1% | 3% | -4% | 13%[38.3 µM] | 12%[46.1 µM] | 6% | 4.8%
COc1ccccc1NC(=S)NC12CN3CN(CN(C3)C1)C2 | 8% | -4% | 1% | -4% | -2% | 16% | 5% | -0.1%
CCN(CC)C(=O)CSC1=Nc2ccccc2C2=NC(c3ccccc3)C(=O)N12 (stereo not given) | -1% | 2% | ? | i | 23%[38.3 µM] | -14%[46.1 µM] | 3% | -1.0%
CCOC(=O)C1CCCN(c2nc3c(C)cccn3c(=O)c2/C=C(\C#N)C(=O)NCc2ccco2)C1 (stereo not given) | . | . | ? | -1% | . | 49% | 3% | 0.2%

Assay outcomes as filed in PubChem BioAssay.
